# Bioassay records as filed in PubChem BioAssay.
# Lipid storage S3 – qHTS Assay for Lipid Storage Modulators in Drosophila S3 Cells. actives 0.64% (n = 320,000). Potency in µM for hits, for the others lipid storage change, negative = inhibition, % at the top dose, mostly 46.1 µM. Drosophila S3 cells, BODIPY lipid droplet fluorescence, 18-24 h; cells fed with added oleic acid; active means well fitted inhibition curve with a large enough effect in the signal ratio, with a control signal flat, not every such curve was filed as active; inconclusive means small, poorly fitted or top-dose-only effect, or effect the other way, or a change in a side signal; the % refers to the signal ratio
#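 Drosophila S3 cells loaded with oleic acid (400 uM, as added) and compounds at several concentrations; lipid droplets imaged by 488-nm laser-scanning cytometry, 500–530 nm intensity and object ratio to cell channel. Percent activity normalized to 20 uM Triacsin C.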
# Lipid storage S3 cell count max – second read-out of Lipid storage S3, no call of its own (marks repeat the call); cell number change, %; measured here: cell count max response;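 cells counted by Cell Tracker Red CMTPX staining in the red channel; peak over a dose series mostly up to 46.1 µM; percent activity relative to internal control wells on each plate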
# Starred values were filed as active, the others as inactive; i = inactive; ? = inconclusive; / = no result given. On the % scale 0 is the no-effect control and ±100 the full control effect; potency means the concentration at half of the fitted maximal effect.
SMILES,Lipid storage S3,Lipid storage S3 cell count max
CC(=O)N1CCN(C(=O)CCc2c[nH]c3ccccc23)CC1,8%,5
CCn1c(COc2ccccc2)nnc1SCC(=O)Nc1cc(OC)ccc1OC,?,/
O=C(NCc1ccccn1)c1ccc(Cl)cc1Cl,13%,11
Cc1cccc(C)c1NC(=O)C(=O)NCCCN1CCOCC1,?,/
Cc1cc(Br)ccc1NC(=S)N1CCOCC1,?,/
COc1ccc(/C=N/n2c(-c3n[nH]c4c3CCC4)n[nH]c2=S)c(OC)c1OC,11%,16
CN1C(=O)c2c(sc3c2CCCC3)NC1c1ccccc1O (stereo not given),?,/
NC(N)=Nc1nc2cc([N+](=O)[O-])ccc2o1,2%,25
C=CCn1c(SCC(=O)Nc2c(C)n(C)n(-c3ccccc3)c2=O)nc2ccccc2c1=O,?,/
CC1CCCCC1NC(=O)Cn1c(=O)oc2cc(S(=O)(=O)N3CCCC3)ccc21 (stereo not given),?,/
CCOc1cc(C(=O)OCC(=O)Nc2cc(C)on2)cc(OCC)c1OCC,i,25
O=C(NCCc1ccccc1)C(c1ccccc1)N(C(=O)c1csnn1)C1CC1 (stereo not given),?,/
CCCNC(=O)c1cccc(Cn2cc(Br)c([N+](=O)[O-])n2)c1,?,/
COc1cccc(NC(=S)N2CCc3cc(OC)c(OC)cc3C2)c1,?,/
COC(=O)Cc1ccc(NC(=S)NCCSc2ccc(C)cc2)cc1,?,/
CCOC(=O)c1nnn(-c2nonc2-n2cccc2)c1CN1CCC(C)CC1,?,/
O=C(COC(=O)CNC(=O)c1ccccc1)Nc1ccc(F)c([N+](=O)[O-])c1,10%,/
CCn1c(O)c(/C=C/C=C/C=Nc2ccccc2)sc1=S,-16%,2
CCOC(=O)c1[nH]c(=O)[nH]c1COC(=O)c1cc2ccccc2o1,2%,-11
CCN(CC)C(NC(=O)Cc1ccccc1)C(Cl)(Cl)Cl (stereo not given),0%,9
O=C(CN1C(=O)c2cccnc2Oc2ccc(Cl)cc21)NCCC1=CCCCC1,i,11
O=C1CCC(=O)N1CC(=O)N(c1ccccc1)c1ccccc1,5%,/
Cc1c(C(=O)OCC(=O)c2ccc3c(c2)OCCO3)oc2ccccc12,?,/
CCNc1nc(NC(C)C)nc(ON=C(C)C)n1,9%,5
CCCCN(C(=O)NC(=O)C1=C(N2CCOCC2)/C(=C/c2ccccc2)CC1)S(C)(=O)=O,?,/
# Next results
SMILES,Lipid storage S3,Lipid storage S3 cell count max
Cc1ccc(OCCOCCN2CCCC2)c(Br)c1,11%,-10
O=C(Cc1ccc(Br)cc1)NNC(=O)Nc1ccc(Cl)cc1,?,/
O=C(NC1CCCc2ccccc21)C1CCN(S(=O)(=O)N2CCCCCC2)CC1 (stereo not given),?,/
O=C(Nc1cccc(NC(=O)c2cccc(F)c2)n1)c1cccc(F)c1,6.5µM*,/
O=C(NCc1nc2ccccc2[nH]1)c1cccc(S(=O)(=O)N2CCOCC2)c1,?,/
CCOCCCNC(=O)CCc1nnc2ccc(N3CCCCC3)nn12,15%,15
O=C(COc1ccc(Cl)cc1)Nc1ccc(C(=O)O)cc1NC(=O)COc1ccc(Cl)cc1,?,/
COc1ccc2cc(C(c3nnnn3Cc3ccc(F)cc3)N3CCCCCC3)c(=O)[nH]c2c1 (stereo not given),i,-11
Cc1cccc[n+]1CC(=O)Nc1ccc([N+](=O)[O-])cc1,i,2
O=C(N/N=C/c1ccccc1)c1cc(=O)[nH]c2ccccc12,4%,-18
Cc1ccc(-c2nnn(CC(=O)N(c3cccc(F)c3)C(C(=O)NC3CCCC3)c3ccco3)n2)o1 (stereo not given),2%,-22
Cc1cc(N2CCN(S(=O)(=O)c3ccccc3)CC2)nc2c(C)cccc12,?,/
CCOc1ccc(CCNC(=O)C2CCCN(c3nn4c(=O)cc(C)nc4s3)C2)cc1OCC (stereo not given),?,/
CN1CCC(=NNC(=O)c2ccc(N(Cc3ccccc3Cl)S(C)(=O)=O)cc2)CC1,?,/
O=C(Cc1ccc([N+](=O)[O-])cc1)NCc1ccccn1,-7%,-18
CCC(C(=O)NCCCN1CCN(C)CC1)n1nc(C)c2sc3ccccc3c2c1=O (stereo not given),i,8
COc1ccc(NC(=O)Cn2c(=O)n(CCC(=O)NCC3CCCO3)c(=O)c3cc(OC)c(OC)cc32)cc1 (stereo not given),?,/
CCOC(=O)C1CCN(C(=O)Cn2c(=O)oc3cc(S(=O)(=O)N4CCCC4)ccc32)CC1,i,6
COc1ccc(Nc2oc(-c3cccs3)nc2C#N)cc1,i,-43
Cc1sc(N/N=C/c2cc([N+](=O)[O-])ccc2O)nc1-c1ccccc1,12%,26
O=C(NC(Cc1ccccc1)C(=O)O)c1ccco1 (stereo not given),16%,7
Cc1cccc(NC(=S)N2CCCC2)c1,i,-3
N/C(=N\c1nc2c(c(=O)[nH]1)CCC2)Nc1ccccc1C(F)(F)F,-1%,-13
Nc1nc(SCC(=O)NC2CCCCC2)[nH]c(=O)c1-c1ccccc1,?,/
CC(OC(=O)c1ccc2ccccc2n1)C(=O)c1ccccc1 (stereo not given),1%,14

# Random excerpt: two compounds from above, in no set order.
SMILES,Lipid storage S3,Lipid storage S3 cell count max
CC(OC(=O)c1ccc2ccccc2n1)C(=O)c1ccccc1 (stereo not given),1%,14
Cc1cccc[n+]1CC(=O)Nc1ccc([N+](=O)[O-])cc1,i,2

# Next part:
SMILES,Lipid storage S3,Lipid storage S3 cell count max
Cn1c(=O)n(CC(=O)N2CCOCC2)c2ccccc21,8%,12
CC(=O)NC(c1ccc(C(C)C)cc1)c1ccc2cccnc2c1O (stereo not given),i,/
COc1cccc(CNC(=O)C2CCN(S(=O)(=O)c3cccc4nonc34)CC2)c1,?,/
COc1ccc(-n2nc3c(c2NC(=O)CC(C)C)CS(=O)C3)cc1 (stereo not given),i,-4
CCOc1ccc(N/C=C/C(=O)c2ccc(OC)cc2)c([N+](=O)[O-])c1,?,/
CCCCOP(=O)(c1ccc(N(C)C)cc1)C(O)c1ccc(C(C)C)cc1 (stereo not given),-22%,-8
Cc1ccccc1-n1nnnc1-c1ccccc1,?,/
C=CCSc1nnc(CCCCCN2C(=O)c3cccc4cccc(c34)C2=O)o1,?,/
COc1ccc(-c2c(-c3ccc(O)cc3O)n[nH]c2C)cc1OC,?,/
CCOC(=O)Cc1csc(NC(=O)COc2ccc(OC)cc2)n1,?,/
CCCCCC(=O)NC(=S)Nc1ccc(N2CCCCC2)c(Cl)c1,2%,5
O=C(/C=C/c1ccc(OCCCF)cc1)N1CCOCC1,13%,15
O=C(O)CN(c1ccccc1F)S(=O)(=O)c1ccccc1,?,/
Nc1nc(SCC(=O)Nc2cccnc2Cl)n[nH]1,i,/
COc1ccc2oc(C(=O)OCC(=O)N(C)CC(=O)Nc3ccc(F)cc3)c(C)c2c1,?,/
Cc1cccc(C)c1Oc1nc(-c2ccccc2)ncc1S(=O)(=O)c1ccccc1,?,/
COc1ccccc1-c1cc(C(F)(F)F)nc(S(=O)(=O)CCCC(=O)NCc2ccc(F)cc2)n1,?,/
O=C(c1ccco1)N1CCN(C(=S)Nc2cc(F)cc(F)c2)CC1,i,-8
COC(=O)C(C)Sc1nnc(Cc2cc(=O)[nH]c(=O)[nH]2)n1-c1ccc(Cl)cc1 (stereo not given),?,/
O=C(c1cccc(S(=O)(=O)N2CCCC2)c1)N1CCCc2ccccc21,10%,5
Nc1ccc(S(=O)(=O)NC2(C(F)(F)F)NC(=O)N(c3ccccc3Cl)C2=O)cc1 (stereo not given),11%,7
Cc1sc2ncnc(N/N=C/c3ccccc3O)c2c1C,-1%,0
CSc1nnnn1CCn1nnnc1SC,?,/
O=C(Nc1cccc(Cl)c1)C1CCCN(S(=O)(=O)c2cnc[nH]2)C1 (stereo not given),?,/
CCOc1ccc(NCCC(=O)c2ccc3c(c2)OCO3)cc1,?,/
# The results go on.
SMILES,Lipid storage S3,Lipid storage S3 cell count max
COc1ccc(S(=O)(=O)N2CCC(n3cnc4cc(C(F)(F)F)ccc43)CC2)cc1,?,/
COc1ccc(C)cc1C(=O)C1CC(C(=O)O)C(C)(C)C1C (stereo not given),17%,15
CC(C)COC(=O)Nc1ccc(C(=O)O)cc1,5%,-2
CC(C)Oc1ccc(-c2nc(NCC3CCCO3)c3ccccc3n2)cc1 (stereo not given),?,/
CCCS(=O)(=O)N1CCCC(C(=O)NCCc2ccc(OC)c(OC)c2)C1 (stereo not given),?,/
O=C(NC1(C(F)(F)F)NC(=O)N(C2CCCCC2)C1=O)c1ccco1 (stereo not given),?,/
COc1cccc(-c2nc(CS(=O)CC(=O)NCCCOC(C)C)c(C)o2)c1 (stereo not given),?,/
COc1ccc(CCNC(=O)CN2C(=O)NC(CCSC)C2=O)cc1 (stereo not given),?,/
CCOC(=O)c1cc(CC)sc1NC(=O)C(c1ccccc1)c1ccccc1,25%,-7
NC(=O)COC(=O)c1ccc(Oc2ccccc2)cc1,?,/
C=CCOc1ccc(S(C)(=O)=O)cc1,-15%,-2
Cc1cccc(N2C(=O)C3C4CC(C(Br)C4Br)C3C2=O)n1 (stereo not given),-2%,10
N/C(=N\OC(=O)/C=C/c1ccc(Br)cc1)c1ccccn1,15%,-9
CN(C)/N=C/C=C1\CCC/C(=C/c2cccs2)C1=O,-6%,22
CCCn1c(C)cc(C(=O)COC(=O)c2ccc[nH]c2=O)c1C,?,/
CCCc1cc(=O)oc2cc(OC(C)C(=O)NC3CC(C)(C)NC(C)(C)C3)ccc12 (stereo not given),?,/
CCOC(=O)C1CCN(C(=O)CCCn2nc(C)c3c(C)n(-c4ccc(C)cc4)nc3c2=O)CC1,?,/
CCOC(=O)C1CCN(c2cc(=O)n(-c3ccc(OC)cc3)c(=O)[nH]2)CC1,7%,5
O=C(CSc1nc(-c2ccco2)cc(C(F)(F)F)n1)Nc1ccc(C(=O)N2CCCCC2)cc1,?,/
CC(C)c1onc(C(=O)NC(C)c2ccccc2)c1[N+](=O)[O-] (stereo not given),1%,-9
O=C(Nc1ccc(Cl)cc1)C1C2C=CC3(O2)C1C(=O)N(CCN1CCCCC1)C3C(=O)NC1CCCCC1 (stereo not given),18%,8
CN(C)C(CNC(=O)CNC(=O)Cc1cccc2ccccc12)c1ccccc1 (stereo not given),?,/
O=C(CCNC(=O)Cn1ccc2ccccc2c1=O)NCCc1ccc(Cl)cc1,?,/
COCCNC(=O)Cn1c(=O)n(Cc2ccc(C(=O)NCc3ccco3)cc2)c(=O)c2ccccc21,14%,13
CCOc1ccc(-n2nnnc2SCC(=O)Nc2cccc(O)c2)cc1,?,/

# Three structures from above, sorted by SMILES length, rising:
SMILES,Lipid storage S3,Lipid storage S3 cell count max
Nc1nc(SCC(=O)NC2CCCCC2)[nH]c(=O)c1-c1ccccc1,?,/
O=C(Nc1cccc(NC(=O)c2cccc(F)c2)n1)c1cccc(F)c1,6.5µM*,/
Nc1ccc(S(=O)(=O)NC2(C(F)(F)F)NC(=O)N(c3ccccc3Cl)C2=O)cc1 (stereo not given),11%,7

# One compound at a time (already shown). Values in the order: Lipid storage S3 | Lipid storage S3 cell count max
# `CC(C)c1onc(C(=O)NC(C)c2ccccc2)c1[N+](=O)[O-]` (stereo not given) reads 1% | -9
# `COc1ccc(S(=O)(=O)N2CCC(n3cnc4cc(C(F)(F)F)ccc43)CC2)cc1` reads ? | /
# `CCOC(=O)c1cc(CC)sc1NC(=O)C(c1ccccc1)c1ccccc1` reads 25% | -7
# `CCOc1ccc(-n2nnnc2SCC(=O)Nc2cccc(O)c2)cc1` reads ? | /

# (next part)
SMILES,Lipid storage S3,Lipid storage S3 cell count max
NS(=O)(=O)c1ccc(CCNC(=O)CCCC2=NS(=O)(=O)c3ccccc3N2)cc1,?,/
CC(=O)N(CC1CCCO1)c1nnc(-c2cnccn2)s1 (stereo not given),-1%,-1
CCN(C(=O)COC(=O)c1cc(S(=O)(=O)Nc2c(C)n(C)n(-c3ccccc3)c2=O)ccc1Cl)C1CCCCC1,?,/
Cc1cc(C)c(S(=O)(=O)NCC(=O)NCc2cc(=O)n(C)c(=O)n2C)c(C)c1,?,/
Cc1ccc(C)c(/C(O)=C2\C(=O)C(=O)N(Cc3cccnc3)C2c2cccnc2)c1 (stereo not given),i,21
Cc1nnc(C)n1/N=C/c1ccccn1,?,/
CCN(Cc1ccccc1)C(=O)c1ccc(NC(=O)c2ccc(OC)cc2)cc1,?,/
CC(C)COc1ccc(-c2nn(-c3ccccc3)cc2C(=O)Nc2nccs2)cc1,?,/
COc1cc2c(cc1OC)CN(C(=O)CSc1nnc3scc(-c4ccccc4)n13)CC2,2%,17
CC(=O)c1ccc(NC(=S)NC2CCCC(C)C2C)cc1 (stereo not given),?,/
COc1ccc(NS(=O)(=O)c2ccc(N3CCN(CCO)CC3)c([N+](=O)[O-])c2)cc1,10µM*,-29*
CC(=O)c1sc2nc(CSc3nncn3C)[nH]c(=O)c2c1C,?,/
CN(c1ccccc1)S(=O)(=O)c1ccc(C(=O)N2CCCC2)cc1,16%,-4

# The list is partial, so the mix of outcomes need not match the whole.
